Hsp70 act – Hsp70 transcriptional activation, primary screen; HeLa Hsp70 promoter luciferase reporter, luminescence; scaled: vehicle 0, proteasome-inhibitor control 100%; hit rate 0.04% among 200,000; activation, % at 10 µM; AID 1203;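 active = activation above the mean across all tested compounds plus 3 SD, cutoff set per campaign, cut at about 5.5% in these data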;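 note: 100% = MG132 at 30 µM as the positive control and 0% = DMSO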
PMI act hi M6P – PMI (human) activation, high substrate. activation factor at 20 µM. P34949. AID 1216. coupled PMI enzyme assay, resazurin fluorescence, 20 min; hits give high values; 1 = untreated enzyme, 0 = substrate-free blank. hit rate 0.34% among 190,000;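 active = activation factor of 2 or more at 20 µM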
Target sequence (P34949 whole entry, looked up): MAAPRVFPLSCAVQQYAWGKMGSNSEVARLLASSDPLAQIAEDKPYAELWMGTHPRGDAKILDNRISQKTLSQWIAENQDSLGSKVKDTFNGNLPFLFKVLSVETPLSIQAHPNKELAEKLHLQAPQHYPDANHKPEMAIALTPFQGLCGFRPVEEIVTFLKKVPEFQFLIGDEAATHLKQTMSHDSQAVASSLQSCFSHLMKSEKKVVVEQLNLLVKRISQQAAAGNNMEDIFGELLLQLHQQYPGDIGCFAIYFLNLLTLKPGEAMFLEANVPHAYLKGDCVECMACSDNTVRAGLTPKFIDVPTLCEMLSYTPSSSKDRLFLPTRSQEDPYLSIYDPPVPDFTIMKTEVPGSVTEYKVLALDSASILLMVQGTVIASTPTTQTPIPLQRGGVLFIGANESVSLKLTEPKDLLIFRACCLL
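Test system: human phosphomannose isomerase with PGI, G6PDH, diaphorase coupling enzymes / Doses: 20 µM compound, 1% DMSO / Times: enzyme reaction with compound 20 min at room temperature / Measured by: Diaphorase-driven resazurin-to-resorufin fluorescence, excitation 544, emission 590 nm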
PMI activator – increases human mannose-6-phosphate isomerase activity; P34949; purified human PMI, coupled resazurin fluorescence, 20 min; hits give high values; 1 = vehicle control, 0 substrate-free wells; activation factor at 20 µM; hit rate 0.005% among 190,000; AID 1214;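 active = activation factor of 2 or more at 20 µM, relative to plate controls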
Diaph act CS – diaphorase activation or chemical reduction counter-screen | Diaphorase/resazurin coupled assay, resorufin fluorescence, 16 min; hits give high values; 1 = vehicle wells, 0 = NADH-free wells | hit rate 0.005% among 190,000 | activation factor at 20 µM;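 active = diaphorase activity raised at least twofold by the compound at 20 µM; inactive = activation factor below 2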
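test system = bacterial diaphorase enzyme (C. kluyveri) | quantity = enzyme 0.07 U/mL final | reagent = NADH substrate 0.114 mM plus resazurin dye 0.1 mM, final | incubation = 16 min enzyme reaction, ambient temperature | buffer or medium = HEPES pH 7.4 buffer with MgCl2 and Tween 20 | signal = fluorescence of resorufin, 544 nm excitation, 590 nm emission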
G6PDH CS – counter-screen for G6PDH assay hits: L. mesenteroides G6PDH inhibition. Purified L. mesenteroides G6PDH, diaphorase/resazurin coupled fluorescence, 45 min. inhibition, % at 5 µM. hit rate 0.12% among 200,000
Redox H2O2 prof – compounds producing H2O2 with reducing agent – biochemical, NIH compound library profiling, artefact control for MLSCN library redox annotation, primary screen; DTT-dependent redox cycling H2O2, phenol red/HRP absorbance; 100% = 100 µM peroxide control, 0% = buffer; activation, % at 10 µM; hit rate 0.03% among 200,000; AID 878;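 active = activation of at least 50% relative to the plate's high and low controls in the primary single-dose screen; inactive = activation below 50%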;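 note: compound incubated with DTT at 0.8 mM final as the reducing agent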
Diaph inh CS – inhibits diaphorase or chemically oxidizes, flagging diaphorase assay artifacts; diaphorase resazurin-to-resorufin fluorescence, NADH, 16 min; bacterial (C. kluyveri) enzyme, not human; inhibition, % at 20 µM; hit rate 0.69% among 190,000;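 active = primary screen inhibition at 20 µM above a set limit, cut at about 50% in these data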;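 note: plate controls were DMSO with full reaction for no effect and wells lacking NADH for full effect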
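Benchmarks: positive control wells lacking NADH, neutral wells with DMSO only. System: bacterial diaphorase enzyme (C. kluyveri). Input: 0.14 U/mL diaphorase, enzyme working solution. Detection: resorufin fluorescence, excitation 544 nm, emission 590 nm. Times: 16-min room-temperature incubation before reading.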
TLR4 MyD88 comp – inhibitors of human TLR4-MyD88 binding | O00206+Q99836 | inhibition, % at 8.4 µM | AID 861 | hit rate 0.18% among 200,000 | HeLa CL3-4 TLR4/MyD88 BLA complementation, FRET ratio; in the data active = inhibition above about 25%;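 note: 0% = vehicle and 100% = reference inhibitor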
L major viab – Leishmania major promastigote growth inhibition. inhibition, % at 10 µM. Leishmania major promastigotes, resazurin fluorescence viability. hit rate 9% among 200,000;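 note: promastigotes grown with compound for 44 hours at 28 °C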
S1P3 antag – S1P3 (human) receptor antagonism; Q99500; CHO S1P3 NFAT-BLA reporter, FRET fluorescence, antagonist mode; inhibition, % at 4.98 µM; hit rate 0.27% among 170,000; AID 485;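 active = inhibition above the plate cutoff, the mean inhibition of test wells on that plate plus 3 SD, cut at about 28% in these data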;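 note: cells challenged with S1P at its EC80 of 0.8 µM; blue over green emission ratio from cleaved BLA substrate after 4 h stimulation; 0% = S1P-stimulated wells and 100% = unstimulated DMSO-only wells; some compounds past the cut are filed as inactive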
Target sequence (Q99500 whole entry, looked up): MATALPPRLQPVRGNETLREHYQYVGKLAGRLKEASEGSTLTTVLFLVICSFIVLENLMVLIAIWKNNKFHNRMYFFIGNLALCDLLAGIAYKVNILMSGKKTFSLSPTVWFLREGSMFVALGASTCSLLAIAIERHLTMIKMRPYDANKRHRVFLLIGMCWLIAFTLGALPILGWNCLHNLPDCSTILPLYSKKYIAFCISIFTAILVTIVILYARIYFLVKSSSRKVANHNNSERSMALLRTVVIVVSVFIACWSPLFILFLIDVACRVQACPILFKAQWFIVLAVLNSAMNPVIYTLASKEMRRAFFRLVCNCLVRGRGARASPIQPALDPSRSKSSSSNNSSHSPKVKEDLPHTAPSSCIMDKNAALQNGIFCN
RAM inhibit – inhibitors of the yeast RAM network; S. cerevisiae dse1pr::URA3 reporter, 5-FOA growth OD615, 2 d; analog-sensitive cbk1-as2 kinase mutant strain; inhibition, % at 50 µM; hit rate 1.8% among 190,000;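 active = inhibition above a set limit, 3 SD over mean compound inhibition, cut at about 8.4% in these data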;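 note: 0% = DMSO-only wells with no growth and 100% = 10 µM 1-NA-PP1 full growth; inhibition rescues growth on 5-FOA so higher OD means more RAM inhibition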
An asterisk follows results filed as active; x = no result given. Cut-off read from the data, not from the text of the source, unless noted: active = inhibition above about 50%; inactive = the rest. Compounds were not picked by outcome; about 12% have a hit in one of these screens.

SMILES	Hsp70 act	PMI act hi M6P	PMI activator	Diaph act CS	G6PDH CS	Redox H2O2 prof	Diaph inh CS	TLR4 MyD88 comp	L major viab	S1P3 antag	RAM inhibit
O=c1oc(-c2ccc([N+](=O)[O-])cc2)nc2ccccc12	-0.2	1.1	1.2	1	-2.3	-0.4	1.1	-6.2	-4.8	1.3	1.6
Cc1ccc(C)c(NC(=S)N(C)CCc2ccccn2)c1	-0.3	0.9	1	0.9	12.5	-0.1	12.9	-6.3	20.1	-12.0	0.5
COc1cc(NC(=O)C2CCCN2S(=O)(=O)c2ccc3c(c2)CCC(=O)N3)cc(OC)c1 (stereo not drawn)	-0.1	0.8	1	0.8	1.5	-0.8	16.9	-8.4	-3.3	-17.0	0.3
Cc1ccc2cccc(SCC(=O)NCc3ccco3)c2n1	-0.2	0.9	1	0.9	0.2	-2.2	11.0	-7.5	-8.4	-27.2	0.2
O=C(Nc1nc2ccccc2[nH]1)c1ccc(Cl)c(S(=O)(=O)N2CCCC2)c1	-0.3	1	1.1	0.9	-0.1	0.0	13.3	5.6	23.8	x	5.6
CCOC(=O)Cc1cc(-c2ccc(O)cc2)nc2ccc3ccccc3c12	-0.3	0.9	0.9	0.8	1.8	-4.5	15.8	-0.9	15.3	x	2.8
Cc1nn(-c2ccccc2)c(=O)c2ccccc12	-0.3	1	1.1	1	-2.4	-0.7	4.9	6.5	-6.0	-19.9	3.0
COc1ccc(/C=C/C(=O)NCCCc2ccccc2)cc1	-0.1	0.9	1	0.8	0.0	-0.1	18.1	-18.8	-6.1	19.3	2.0
COC(=O)c1sccc1-c1ccc(/C=N/OC(=O)c2ccccc2)o1	-0.2	0.9	1.1	0.9	6.0	-5.1	5.8	3.6	-2.2	x	4.5
CCOC(=O)c1cnc(SC2CC(=O)N(c3ccc(OC)c(OC)c3)C2=O)nc1N (stereo not drawn)	0.2	1	0.9	0.9	-4.6	1.6	13.1	8.9	-5.9	4.0	5.1
CC(C)(C)c1ccc(OCC(=O)NNC(=O)C2CCCO2)cc1 (stereo not drawn)	0.2	x	x	x	7.4	-0.4	x	13.7	-5.2	-17.0	-0.9
O=C(CNC(=O)c1ccc(Br)o1)Nc1cccc(-c2cnc3ccccc3n2)c1	-0.1	1	0.9	1	2.5	2.3	1.0	2.7	3.5	5.1	1.3
Cc1ccc(C(C)C)c(OCC(=O)NNC(=O)C(C(C)C)N2C(=O)c3ccccc3C2=O)c1 (stereo not drawn)	0.0	0.9	0.8	0.7	4.6	-0.2	27.0	6.2	34.8	-2.2	2.4
CCCNCc1cc(OC)c(OCC(=O)NCCc2ccccc2)cc1Br	-0.2	0.9	0.9	0.9	6.5	-0.2	12.5	4.7	55.3*	4.1	0.9
Cc1cc(C)n(CCCNC(=O)c2ccc(S(=O)(=O)NCc3ccco3)cc2)n1	0.5	1	0.9	0.9	0.1	0.7	9.3	0.6	-5.4	12.2	-0.2
O=C(Nc1sc2c(c1CN1CCOCC1)CCC2)c1ccc(F)cc1	0.1	1.1	1.1	0.9	2.9	0.1	6.8	-0.7	-5.8	0.6	0.1
O=C(N/N=C/c1cn(-c2ccccc2)nc1-c1cc2ccccc2o1)c1cccnc1	-0.1	0.9	0.9	0.9	11.8	0.3	7.2	7.0	96.8*	4.3	1.8
O=S(=O)(c1ccc2c(c1)oc1ccccc12)N1CCOCC1	-0.6	1	0.9	0.9	-8.9	2.5	5.7	9.2	-2.5	-14.7	0.6
CCOC(=O)CSc1nc2cc3c(cc2cc1C#N)OCCO3	0.5	x	x	x	8.3	8.3	x	14.4	-2.3	3.8	5.0
Nc1ccc2nc(-c3cccnc3)[nH]c2c1	-0.4	0.6	0.7	0.9	-12.2	-0.8	13.0	-15.2	7.1	0.2	1.8
COc1ccc(N(C)S(=O)(=O)c2cccc(C(=O)Nc3nc4ccccc4[nH]3)c2)cc1	-0.3	1.1	0.9	0.7	-2.1	-0.1	25.6	4.3	46.6	-11.1	3.5
CCn1c(SCC(=O)NCCc2ccc(F)cc2)nnc1-c1cccs1	0.0	1	1	0.9	-2.1	-0.4	11.3	8.6	-2.2	-12.3	0.7
O=C(NCc1ccco1)c1cnn2c(C(F)(F)F)cc(-c3ccco3)nc12	-0.2	1.1	1.1	0.8	3.4	0.5	18.3	2.9	14.1	x	4.2
COCCNc1nc(Cl)c(C#N)s1	-0.3	1	1.1	1.1	4.9	-1.7	-6.3	7.6	3.2	-22.2	-0.7
COc1cc(OC)c(NC(=O)CCNC(=O)Cn2cnc3ccccc3c2=O)cc1Cl	-0.4	0.9	1	0.9	5.4	-2.0	5.6	2.6	-2.6	-9.0	-1.2

Given with values under each structure: part of the list above.
Results follow in this order: Hsp70 act | PMI act hi M6P | PMI activator | Diaph act CS | G6PDH CS | Redox H2O2 prof | Diaph inh CS | TLR4 MyD88 comp | L major viab | S1P3 antag | RAM inhibit
Cc1ccc(C(C)C)c(OCC(=O)NNC(=O)C(C(C)C)N2C(=O)c3ccccc3C2=O)c1 (stereo not drawn)
    0.0 | 0.9 | 0.8 | 0.7 | 4.6 | -0.2 | 27.0 | 6.2 | 34.8 | -2.2 | 2.4
CCCNCc1cc(OC)c(OCC(=O)NCCc2ccccc2)cc1Br
    -0.2 | 0.9 | 0.9 | 0.9 | 6.5 | -0.2 | 12.5 | 4.7 | 55.3* | 4.1 | 0.9
Cc1cc(C)n(CCCNC(=O)c2ccc(S(=O)(=O)NCc3ccco3)cc2)n1
    0.5 | 1 | 0.9 | 0.9 | 0.1 | 0.7 | 9.3 | 0.6 | -5.4 | 12.2 | -0.2
O=C(Nc1sc2c(c1CN1CCOCC1)CCC2)c1ccc(F)cc1
    0.1 | 1.1 | 1.1 | 0.9 | 2.9 | 0.1 | 6.8 | -0.7 | -5.8 | 0.6 | 0.1
O=C(N/N=C/c1cn(-c2ccccc2)nc1-c1cc2ccccc2o1)c1cccnc1
    -0.1 | 0.9 | 0.9 | 0.9 | 11.8 | 0.3 | 7.2 | 7.0 | 96.8* | 4.3 | 1.8
O=S(=O)(c1ccc2c(c1)oc1ccccc12)N1CCOCC1
    -0.6 | 1 | 0.9 | 0.9 | -8.9 | 2.5 | 5.7 | 9.2 | -2.5 | -14.7 | 0.6
CCOC(=O)CSc1nc2cc3c(cc2cc1C#N)OCCO3
    0.5 | x | x | x | 8.3 | 8.3 | x | 14.4 | -2.3 | 3.8 | 5.0
Nc1ccc2nc(-c3cccnc3)[nH]c2c1
    -0.4 | 0.6 | 0.7 | 0.9 | -12.2 | -0.8 | 13.0 | -15.2 | 7.1 | 0.2 | 1.8
COc1ccc(N(C)S(=O)(=O)c2cccc(C(=O)Nc3nc4ccccc4[nH]3)c2)cc1
    -0.3 | 1.1 | 0.9 | 0.7 | -2.1 | -0.1 | 25.6 | 4.3 | 46.6 | -11.1 | 3.5
CCn1c(SCC(=O)NCCc2ccc(F)cc2)nnc1-c1cccs1
    0.0 | 1 | 1 | 0.9 | -2.1 | -0.4 | 11.3 | 8.6 | -2.2 | -12.3 | 0.7

Later entries:
SMILES	Hsp70 act	PMI act hi M6P	PMI activator	Diaph act CS	G6PDH CS	Redox H2O2 prof	Diaph inh CS	TLR4 MyD88 comp	L major viab	S1P3 antag	RAM inhibit
CC1CCCCC12NC(=O)N(CC(=O)Nc1ccc(N3CCOCC3)cc1)C2=O (stereo not drawn)	-0.4	0.9	0.9	0.9	-5.4	0.3	6.0	6.1	3.5	0.0	1.8
CC(C)(C)c1ccc(Cn2cnc(-c3ccc([N+](=O)[O-])cc3)c2)cc1	-0.1	1	0.9	0.8	4.7	1.4	15.3	-6.8	89.4*	16.2	-0.4
CSCC(=O)N1CCCC(CO)(Cc2ccccc2C)C1 (stereo not drawn)	-0.4	0.9	0.9	0.9	0.6	-0.5	11.7	-4.6	-5.2	-16.6	0.1
CC1CCCCC1NC(=O)COC(=O)c1ccc(S(=O)(=O)N2CCOCC2)cc1 (stereo not drawn)	0.2	0.9	0.9	0.8	15.4	3.2	19.3	5.9	-4.5	-22.9	2.7
CCn1c(C)nc([N+](=O)[O-])c1C(=O)O	-0.4	1.2	1.3	1	12.8	-0.2	2.6	-19.5	4.9	-12.6	1.3
COc1ccc(N2CCN(Cc3nc(N)nc(N4CCCc5ccccc54)n3)CC2)cc1	-0.1	1	1	0.9	0.8	3.1	13.6	-8.3	0.1	-27.2	1.0
O=C(NC1CCCCC1)c1ccc(CNc2c(N3CCOCC3)c(=O)c2=O)cc1	-0.1	1.1	1	0.9	2.7	-0.3	11.4	-8.0	-5.9	x	2.1
COc1ccc(Cc2nc(C(=O)Nc3ccc(Cl)cc3)cs2)cc1	-0.3	0.9	0.9	0.8	0.1	0.1	19.3	12.4	-7.1	x	8.8*
CCC(=O)NC(=S)Nc1cccc(NC(=O)c2ccccc2C)c1	0.0	0.9	0.9	1	3.9	-0.3	1.8	-0.9	1.1	-4.0	4.3
Cc1ccc(N=Nc2ccc(O)c3ncccc23)cc1C	-0.3	1	1.1	0.9	9.4	0.3	13.5	-7.4	100.2*	5.8	2.0
Cc1ccc(OC(=O)c2ccccc2P(=O)(O)O)cc1	-0.2	1.1	1	0.9	-1.4	0.4	5.4	-8.8	-5.2	x	0.8
Cc1ccc(S(=O)(=O)N(CC(=O)Nc2ccccc2C(=O)O)c2ccc(Cl)cc2)cc1	0.0	0.8	0.9	0.8	13.5	-0.5	21.9	1.9	-5.3	-14.4	8.5*
C=CCn1c(SCC(=O)Nc2cc(C)nn2-c2ccccc2)nnc1C1CCCCC1	-0.4	0.9	0.9	0.9	11.1	1.1	9.3	-9.4	2.1	x	1.1

Bioassay records as filed in PubChem.
